# Keap1 Nrf2 FP: inhibitors of human Keap1-Nrf2 protein-protein interaction; Q14145; inhibition, % at 9.4 µM; Keap1 Kelch-Nrf2 peptide fluorescence polarization, 1536-well; AID 504523; actives 0.15% (n = 340,000); in the data active = inhibition above about 12%;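 note: human Keap1 Kelch domain with fluorescein labeled Nrf2 9mer peptide probe; 0% = neutral control wells and 100% = peptide positive control; higher means more block of Keap1 binding to Nrf2 peptide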
# SR-BI uptake up: SR-BI HDL lipid transfer activation. CHO ldlA[mSR-BI] cells, DiI-HDL uptake fluorescence, 3 h; 100 = double the neutral-control signal. activation, % at 12.5 µM. actives 0.096% (n = 320,000);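 active = mean replicate activation of at least 60% and every replicate at or above 60%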;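 note: 0% = median plate neutral-control signal and 100% = twice that signal; values of inactives mirror those of a sister screen read the other way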
#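 Material: SR-BI-overexpressing, LDLR-lacking CHO cells | Dosing: Single compound concentration, delivered by pin transfer | Probe or stimulus: Labelled HDL, 10 µg/mL | Signal: Bottom-read cell fluorescence after medium removal, ex 550/em 595 nm | Schedule: 3 h, 37 °C | Evaluation: HDL uptake via cellular fluorescence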
# CAL PDZ FP-1: human CAL PDZ-peptide interaction inhibition; Q9HD26; purified CAL PDZ, TMR-peptide fluorescence polarization, 1 h; actives 0.02% (n = 330,000); AID 504414; inhibition, % at 20 µM;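 active = highest replicate inhibition of at least 40%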;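 note: plate controls were DMSO neutral control wells for no effect and unlabeled competitor peptide control wells for full effect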
#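 System: purified tagged CAL PDZ domain construct (CerCALP). Schedule: 1 h incubation at room temperature before polarization reading. Medium: 25 mM sodium phosphate pH 7.4, 150 mM NaCl, TCEP, IgG, Thesit. Read-out: percent inhibition from loss of millipolarization. Measured by: FP readout, S and P plane fluorescence. Probe or stimulus: fluorescent TMR peptide probe.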
# Rtt109 Vps75: inhibitors of Candida albicans Rtt109/Vps75 histone acetyltransferase. Q5AAJ8. purified Rtt109/Vps75, ThioGlo CoA-SH fluorescence, 4 h. inhibition, % at 34.9 µM. actives 0.16% (n = 330,000). AID 540336;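 active = inhibition of at least 50% in every replicate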
# Target sequence (Q5AAJ8 whole entry, looked up): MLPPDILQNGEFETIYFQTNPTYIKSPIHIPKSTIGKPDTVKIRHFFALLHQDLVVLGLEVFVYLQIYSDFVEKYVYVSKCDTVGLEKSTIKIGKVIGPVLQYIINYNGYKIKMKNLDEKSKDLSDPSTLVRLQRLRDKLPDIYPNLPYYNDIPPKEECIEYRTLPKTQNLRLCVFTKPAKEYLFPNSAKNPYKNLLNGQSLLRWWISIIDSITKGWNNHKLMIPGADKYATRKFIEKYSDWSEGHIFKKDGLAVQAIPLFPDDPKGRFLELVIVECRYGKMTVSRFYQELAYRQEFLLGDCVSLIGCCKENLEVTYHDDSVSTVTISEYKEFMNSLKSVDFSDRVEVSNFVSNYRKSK
# PKA-R2B act: activators of human PKA-R2B complex; P22694+P31323; PKA-R2B holoenzyme dissociation, Cy5-IP20 fluorescence polarization; R2B truncated from residue 108, S112A mutant; 0% DMSO only, 100% 113 µM cGMP; activation, % at 11.4 µM; actives 0.079% (n = 340,000);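 active = activation above a cutoff set at the mean over all compounds plus 3 SD, cut at about 18% in these data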;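 note: higher means more holoenzyme dissociation and a rise in polarization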
# DAGLB inh: diacylglycerol lipase beta (human) inhibition; Q8NCG7; HEK293T DAGLB membrane lysate, EnzChek fluorogenic substrate; inhibition, % at 5.17 µM; actives 0.059% (n = 340,000); in the data active = inhibition above about 34%;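 note: 0% = enzyme with vehicle and 100% = wells lacking enzyme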
# Target sequence (Q8NCG7 whole entry, looked up): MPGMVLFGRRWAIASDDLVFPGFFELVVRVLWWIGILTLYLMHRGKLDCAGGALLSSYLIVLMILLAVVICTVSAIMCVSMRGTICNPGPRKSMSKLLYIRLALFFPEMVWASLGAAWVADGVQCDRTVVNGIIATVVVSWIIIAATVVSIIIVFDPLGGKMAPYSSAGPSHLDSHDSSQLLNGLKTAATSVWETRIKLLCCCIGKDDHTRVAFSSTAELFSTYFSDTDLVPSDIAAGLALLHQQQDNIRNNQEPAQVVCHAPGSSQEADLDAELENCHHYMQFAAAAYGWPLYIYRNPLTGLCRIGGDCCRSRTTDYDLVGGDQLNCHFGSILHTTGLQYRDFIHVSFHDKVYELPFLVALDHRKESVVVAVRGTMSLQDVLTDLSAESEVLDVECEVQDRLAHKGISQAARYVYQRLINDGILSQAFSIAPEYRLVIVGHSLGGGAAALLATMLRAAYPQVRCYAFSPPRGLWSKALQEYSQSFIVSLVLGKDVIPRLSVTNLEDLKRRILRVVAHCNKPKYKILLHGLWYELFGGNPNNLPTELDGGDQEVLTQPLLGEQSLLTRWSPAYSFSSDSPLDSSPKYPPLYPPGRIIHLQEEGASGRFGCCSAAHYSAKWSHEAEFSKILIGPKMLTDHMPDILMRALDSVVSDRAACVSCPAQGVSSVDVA
# LANA DNA inh: inhibitors of KSHV LANA C-terminal domain DNA binding | MBP-C-LANA/FAM-LBS DNA binding, fluorescence polarization | inhibition, % at 9 µM | actives 0.078% (n = 340,000) | AID 504423;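 active = highest replicate inhibition at or above 60% at 9 µM, even if other replicates fall short; inactive = all replicates below 60% inhibition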;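 note: 0% = neutral control wells and 100% = 4 µM acridine orange control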
# Cardiac RTF inh: cardiac RTF calcium desensitization | IANBD-labeled cardiac RTF, Ca2+ fluorescence | P19429+P45379 | actives 0.12% (n = 340,000) | inhibition, % at 7.15 µM;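 active = inhibition above the mean inhibition of all tested compounds plus 3 SD, cut at about 17% in these data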;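 note: assay run at fixed EC70 calcium of 1.6 mM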
# cardiac RTF act: increases calcium sensitivity of human cardiac regulated thin filaments; activation, % at 7.2 µM; IANBD-labeled TnC RTF fluorescence at EC20 calcium; 0% EC20 calcium, 100% full calcium; actives 0.24% (n = 340,000); P19429+P45379;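 active = activation above the mean over all tested compounds plus 3 SD, cut at about 30% in these data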;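 note: rise in fluorescence read as greater calcium sensitivity of cardiac thin filaments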
# CAL PDZ FP-2: inhibitors of human CAL PDZ peptide binding; AID 602252; inhibition, % at 24.9 µM; purified CAL PDZ, TMR-peptide fluorescence polarization, 1 h; actives 0.92% (n = 300,000);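 active = mean inhibition of at least 30% with at least half of replicates also reaching 30%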;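 note: 0% = DMSO neutral control and 100% = excess unlabeled competitor peptide PRC23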
# * hit, by the source's call; / = no result given.
SMILES,Keap1 Nrf2 FP,SR-BI uptake up,CAL PDZ FP-1,Rtt109 Vps75,PKA-R2B act,DAGLB inh,LANA DNA inh,Cardiac RTF inh,cardiac RTF act,CAL PDZ FP-2
CC(=O)c1ccc(N2CCN(C(=O)Cc3cccs3)CC2)cc1,1,-10,11,7,-1,1,-0.2,2,-3,0
Cc1cc(=O)oc2cc(NC(=O)c3ccccc3OC(F)F)ccc12,0,/,-1.1,-15,-8,0,-1.0,2,-7,/
COc1ccc(OC)c(Nc2nc3nonc3nc2N2CCCC(C)C2)c1 (centres undefined),-7,-30,-2.3,/,-4,0,3.5,3,-6,-1
COc1cccc(NC(=O)C2CCN(C(=O)[C@@H]3Cc4ccccc4CN3C(=O)OC(C)(C)C)CC2)c1,-5,6,-3.7,7,2,-3,-0.5,-9,-5,-2
CC(C)Cc1ccc(S(=O)(=O)N2CCOCC2)cc1,0,6,1.5,-6,3,2,-0.4,-6,-1,2
C=CCNc1c2c(nc3nnnn13)CCCC2,-4,25,0.4,1,4,-2,2.0,3,-1,0
O=C(CSc1nnc(-c2ccccc2)c(-c2ccccc2)n1)NCc1ccco1,-6,-26,-0.8,3,10,-1,-1.1,-9,-2,-7
COC(=O)CSc1cc(C)nc2ccc(OC)cc12,0,-26,-0.6,-1,-9,0,-1.0,-13,-1,16
C=CCN(CC=C)C(=S)NC(=O)c1ccc(C)c(Br)c1,-8,/,-0.5,10,3,-4,-1.3,-4,0,-3
CCC(c1nnnn1Cc1ccco1)N1CCN(c2cc(Cl)ccc2C)CC1 (centres undefined),-10,-64,-2.9,1,-5,-9,1.1,-4,-4,1
CCN(C[C@H]1N[C@@](CC)(C(=O)OC)[C@H]2C(=O)N(C)C(=O)[C@@H]12)C(=O)Nc1ccc(C)cc1,-4,0,-0.9,-1,7,-1,-1.5,1,-3,-1
Cc1cc(C(=O)NC(=S)Nc2ccccc2N2CCCC2)ccc1[N+](=O)[O-],-2,16,0.7,-2,6,-2,-0.7,-7,0,0
CN(C)S(=O)(=O)c1ccc(C(=O)Nc2nc3ccccc3[nH]2)cc1,2,9,-5.1,-8,1,0,-1.6,-6,2,-2
CCCc1ccc(Oc2cn[nH]c2-c2ccc(O)c(C)c2O)cc1,-1,-40,-21,-11,-13,-3,0.6,4,2,-5
CCSC1=NC(C)(C)C=C(C)N1,3,24,0.0,4,-5,0,1.1,-2,-1,0
O=C(NC(=S)Nc1ccc(Cc2ccncc2)cc1)c1ccc(F)cc1,-5,-9,0.6,19,-2,1,-0.2,1,6,/
CC(C)(C)c1ccc(CS(=O)(=O)CC(O)CN2CCCC2=O)cc1 (centres undefined),3,25,-0.1,-2,1,1,4.0,3,-1,-4
N#CC1=C(N)OC2=C(CN(Cc3ccccc3)C/C2=C\c2cccnc2)C1c1cccnc1 (centres undefined),-2,29,-1.6,-8,1,0,5.4,0,8,-4
COc1ccc(C2CC(c3ccccc3)=NN2C(=O)c2cccs2)cc1 (centres undefined),1,10,-2.0,-14,-1,-2,-1.7,-4,-3,0
CCCCOc1ccc(N2C(=O)CC(N(O)c3ccccc3)C2=O)cc1 (centres undefined),-1,5,-0.8,-4,-3,-6,1.3,1,15,5
O=C(O)c1cccc2c1C(=O)c1ccc(-c3ccc(Cl)c(C(F)(F)F)c3)cc1S2(=O)=O,0,22,-3.7,3,-4,2,-1.3,-2,5,0
COc1ccc(-c2nnc(SCC(C)C)o2)cc1,4,-10,-6.9,0,2,-5,2.7,-5,4,-1
CC1Sc2ccc(C(=O)O)cc2NC1=O (centres undefined),1,-9,-1.4,-11,-1,2,-1.8,-11,-3,7
O=C(O)/C=C/c1ccc2noc(-c3ccccc3)c2c1,-6,/,-2.7,1,-6,1,0.8,-3,4,-4
COc1ccc2cc3c(N)c(C(=O)NCc4ccco4)sc3nc2c1,-3,11,0.0,0,-3,1,8.6,6,-3,5
SMILES,Keap1 Nrf2 FP,SR-BI uptake up,CAL PDZ FP-1,Rtt109 Vps75,PKA-R2B act,DAGLB inh,LANA DNA inh,Cardiac RTF inh,cardiac RTF act,CAL PDZ FP-2
CCC(=O)Nc1nc2ccccc2n1Cc1ccccc1,-3,-7,0.8,0,-3,1,0.9,-10,0,/
COc1ccc(OC)c(C2NC(=O)N(C)C(C)=C2C(=O)OCc2ccccc2)c1 (centres undefined),-2,-7,-1.1,11,-1,-1,-4.1,0,-4,-6
CS(=O)(=O)Nc1ccccc1C(=O)Nc1cccc(Cl)c1,-1,18,-2.8,4,13,5,1.5,-13,4,-3
CCn1c(=O)c(C(=O)NC(C)c2ccccc2)c(O)c2ccccc21 (centres undefined),0,-7,-1.1,9,-3,-3,0.5,-1,-8,-1
COc1cccc(-c2nnc(SCC(=O)Nc3ccc(OC)c(OC)c3)n2N)c1,-3,2,-1.3,6,-2,0,1.1,-7,-1,-3
Cc1cc(CC(C)C)n(-c2nc3ccccc3c(=O)n2OCC(N)=O)n1,-6,4,-1.2,-3,1,0,0.3,0,-6,/
Cc1c(NC(=O)/C=C/c2cn(-c3ccccc3)nc2-c2ccc(F)cc2)c(=O)n(-c2ccccc2)n1C,-3,-69,-1.9,26,3,0,-1.3,-4,8,-5
CCOC(=O)c1[nH]c(C)c(C(=O)Nc2ccccc2C)c1C,3,-2,-0.5,10,2,-1,-0.5,-8,9,/
Cc1ccn2c(NC(=O)c3cccs3)c(-c3ccccc3)nc2c1,0,15,-1.4,1,-10,1,-0.6,-12,-6,-2
CCc1cccc(C)c1NC(=O)COC(=O)CNS(=O)(=O)/C=C/c1ccccc1,-1,39,0.4,4,-3,2,-1.0,-4,4,0
CCN(CC)S(=O)(=O)c1ccc(N2CCOCC2)c(NC(=O)c2cc3ccccc3oc2=O)c1,0,1,-6.7,12,-12,0,0.4,13,3,-10
CCOc1ccc(NC(=O)CCNS(=O)(=O)c2ccc3c(c2)CCC(=O)N3)cc1,-7,20,0.2,5,-3,2,0.8,1,-5,-3
COc1cccc(-c2nc(CC(=O)O)cs2)c1OC,1,13,-1.1,7,6,-4,-0.1,4,3,/
CCOC(=O)c1ccc(NC(=O)CCc2nnc3ccc(N4CCCC4)nn23)cc1,0,-27,-4.1,10,-2,2,0.3,-3,-4,-1
Cc1ccc(NC(=O)C2(S(=O)(=O)c3ccc(Cl)cc3)CC2)c(Br)c1,-2,-17,-2.4,-4,2,-10,-1.0,5,0,0
Brc1ccc(-n2cnc(-c3ccccc3)c2)cc1,-5,-14,-2.9,6,7,-5,-0.6,3,-10,51*
CCn1c(SCC(=O)Nc2cc(C)ccc2C)nc2c(c1=O)SC(C)C2 (centres undefined),-2,-2,-0.6,-1,1,-3,-1.3,-3,0,/
COC(=O)CCC(=O)Nc1ccc(C)cc1OC(=O)CCC(=O)OC,0,-9,-0.4,-8,0,-1,0.7,-5,-2,2
CN(C)CCOCCSc1ccc(Cl)cc1,3,18,1.0,2,-5,1,0.6,0,-2,/
CCOC(=O)C1CCCN(S(=O)(=O)CCNC(=O)c2ccc3c(c2)OCO3)C1 (centres undefined),4,31,-2.6,-5,1,-1,-1.5,-11,-7,-3
O=C(c1noc2c1CCCC2)N1CCOCC1,-4,23,0.4,-3,4,-1,-0.3,-8,14,/
CCOC(=O)c1nnn(-c2nonc2N)c1CSc1ccccc1,2,-11,-0.3,-5,11,-2,-0.2,-11,-1,/
O=C1/C(=C2\C(=O)N(Cc3ccc(F)cc3)c3ccccc32)SC(=S)N1CCS(=O)(=O)O,1,19,4.2,0,-2,7,-2.4,-10,-4,5
CCn1ccnc1CNC(=O)c1cc(COc2ccc(F)cc2F)on1,0,-32,2.9,1,-1,1,-1.8,-2,-3,-6
Cc1cccc(COC(=O)Nc2ccc(NC(=O)c3ccccc3Cl)cc2)c1,-5,-52,-0.3,2,2,-4,-0.9,1,0,7
SMILES,Keap1 Nrf2 FP,SR-BI uptake up,CAL PDZ FP-1,Rtt109 Vps75,PKA-R2B act,DAGLB inh,LANA DNA inh,Cardiac RTF inh,cardiac RTF act,CAL PDZ FP-2
COc1ccc(C2=CC(=O)C[C@H](COCc3ccccc3)N(C(=O)OC(C)(C)C)O2)cc1,2,-10,-0.6,-6,-15,-10,-1.0,-3,1,-1
CCOC(=O)C1CCCN(Cc2cc(Br)ccc2OC)C1 (centres undefined),2,11,1.3,1,-6,-4,0.6,-2,-2,7
COc1ccc(CC(=O)Nc2c(C(=O)N3CCN(c4ncccn4)CC3)oc3ccccc23)cc1OC,1,-22,-1.8,-2,-8,1,0.5,-2,-6,-4
COc1ccc(Nc2nc(C(=O)N(CCO)Cc3ccccc3)cs2)cc1,-5,-3,0.0,/,-5,1,-0.1,4,0,-6
Cc1csc(CNc2ncnc3ccc(-c4ccc5c(c4)OCO5)cc23)c1,-3,-2,-8.7,-11,-11,-4,0.4,-1,7,3
O=C(CCN1C(=O)COc2ccccc21)N1CCN(c2ccccn2)CC1,-3,-2,-0.6,0,3,-3,0.9,-5,-6,-1
COc1ccccc1-c1csc2ncnc(Sc3nnnn3C)c12,-2,13,-0.3,2,1,-1,0.9,1,-4,3
CCOCC(=O)N(CC)Cc1ccccc1,1,10,-0.2,6,-9,-2,-0.6,0,-3,0
CCCCN(C1CCS(=O)(=O)C1)S(=O)(=O)c1ccc(OC)cc1 (centres undefined),3,28,-3.3,-5,-3,-2,-2.2,0,0,-3
COc1cc(/C=C/C(=O)NCCN2CCOCC2)cc(OC)c1OC,-3,1,-1.1,-6,-2,0,1.0,0,-1,-2
O=C1CSC(=S)N1N=Cc1ccc2c(c1)OCO2,-1,6,0.2,1,-11,-3,-19,-1,-5,-8
Brc1ccccc1OCCN1CCCC1,4,23,-0.3,-2,2,-1,-2.0,-4,1,7
Cn1cccc1P(=O)(c1cccn1C)c1cccn1C,-1,9,-1.7,-18,-4,0,-0.4,-2,-4,-1
O=C(NCc1ccccn1)c1cc2ccccn2n1,-2,8,0.0,5,-3,1,0.0,-1,5,/

# Some entries already given with just cardiac RTF act and Cardiac RTF inh:
canonical_smiles	cardiac RTF act	Cardiac RTF inh
COc1ccc(Nc2nc(C(=O)N(CCO)Cc3ccccc3)cs2)cc1	0	4
Cc1csc(CNc2ncnc3ccc(-c4ccc5c(c4)OCO5)cc23)c1	7	-1

# A second format for part of the listing above.
# Second line of a record – Keap1 Nrf2 FP, SR-BI uptake up, CAL PDZ FP-1, Rtt109 Vps75, PKA-R2B act, DAGLB inh, LANA DNA inh, Cardiac RTF inh, cardiac RTF act, CAL PDZ FP-2
C=CCNc1c2c(nc3nnnn13)CCCC2
  -4, 25, 0.4, 1, 4, -2, 2.0, 3, -1, 0
CC1Sc2ccc(C(=O)O)cc2NC1=O (centres undefined)
  1, -9, -1.4, -11, -1, 2, -1.8, -11, -3, 7

# Screens deposited in PubChem BioAssay by several laboratories.
